OXTR potentiate: potentiates the human oxytocin receptor response; CHO-OTR cells, Fluo-8 calcium fluorescence, potentiator mode; 0% = oxytocin EC15, 100% = EC100; 320,000 tested, 0.061% active; activation, % at 3 µM;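 active = activation above that plate's cutoff, the mean activation of tested compounds plus 3 SD, cut at about 6.6% in these data, passing the limit was not always enough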;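 also: 100% uses oxytocin at 75 nM as the full agonist control; some results filed as inactive read as strong as hits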
Target sequence (P30559 whole entry, looked up): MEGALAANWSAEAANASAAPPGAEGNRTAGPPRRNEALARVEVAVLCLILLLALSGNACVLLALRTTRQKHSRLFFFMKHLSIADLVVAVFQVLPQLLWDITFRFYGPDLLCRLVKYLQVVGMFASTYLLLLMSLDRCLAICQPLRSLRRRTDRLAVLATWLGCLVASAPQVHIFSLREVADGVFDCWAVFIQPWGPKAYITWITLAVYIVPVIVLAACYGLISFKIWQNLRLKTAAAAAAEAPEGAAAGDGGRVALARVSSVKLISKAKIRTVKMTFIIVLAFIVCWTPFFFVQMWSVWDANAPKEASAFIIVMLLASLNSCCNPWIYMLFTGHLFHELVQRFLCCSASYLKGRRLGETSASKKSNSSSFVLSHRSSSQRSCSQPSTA
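System: human OTR in CHO cells / Also added: sub-maximal oxytocin, roughly EC15 / Control set: EC15 oxytocin low, 75 nM oxytocin high / Schedule: 6 min compound pre-incubation at room temperature, 100 s kinetic read / Compound: single-point 3.0 µM / Replication: singlicate / Technique: Fluo-8 calcium dye fluorescence / Read-out basis: % activation of max/min ratio relative to oxytocin controls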
CHO-K1 Ca antag: nonselective inhibitor or artifact in parental CHO-K1 cells; inhibition, % at 3 µM; 360,000 tested, 0.6% active; ATP-induced calcium, Fluo-8 fluorescence;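 active = inhibition above a per-plate cutoff, the plate's mean sample inhibition plus 3 SD, cut at about 24% in these data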;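 also: 0% = DMSO plus EC80 ATP and 100% = DMSO alone without ATP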
M1 ag: agonists of human M1 muscarinic receptor | P11229 | CHO-K1 hM1, Fluo-8 calcium fluorescence, agonist mode; 0% DMSO, 100% acetylcholine EC100 | activation, % at 3 µM | 360,000 tested, 0.33% active;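 active = activation above the run's mean compound activation plus 3 SD, cut at about 16% in these data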;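 also: peak over basal fluorescence ratio within a 140 s kinetic read after compound addition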
M1 ag parental: M1 agonist counterscreen hit in parental CHO-K1 cells. Fluo-8 calcium fluorescence; scaled to maximal ATP response, vehicle zero. activation, % at 3 µM. 360,000 tested, 0.48% active; in the data active = activation above about 15%;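 also: untransfected CHO-K1 host cells lacking M1 receptor as counterscreen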
M4 antag: CHRM4 antagonism in calcium assay. CHO-hM4 cells, ACh EC80, Fluo-8 calcium fluorescence. inhibition, % at 3 µM. 360,000 tested, 0.73% active. AID 624125;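 active = inhibition above its plate's cutoff, the mean inhibition of sample wells plus 3 SD, cut at about 27% in these data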;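 also: 0% = acetylcholine EC80 with DMSO and 100% = DMSO without agonist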
Target sequence (P08173 whole entry, looked up): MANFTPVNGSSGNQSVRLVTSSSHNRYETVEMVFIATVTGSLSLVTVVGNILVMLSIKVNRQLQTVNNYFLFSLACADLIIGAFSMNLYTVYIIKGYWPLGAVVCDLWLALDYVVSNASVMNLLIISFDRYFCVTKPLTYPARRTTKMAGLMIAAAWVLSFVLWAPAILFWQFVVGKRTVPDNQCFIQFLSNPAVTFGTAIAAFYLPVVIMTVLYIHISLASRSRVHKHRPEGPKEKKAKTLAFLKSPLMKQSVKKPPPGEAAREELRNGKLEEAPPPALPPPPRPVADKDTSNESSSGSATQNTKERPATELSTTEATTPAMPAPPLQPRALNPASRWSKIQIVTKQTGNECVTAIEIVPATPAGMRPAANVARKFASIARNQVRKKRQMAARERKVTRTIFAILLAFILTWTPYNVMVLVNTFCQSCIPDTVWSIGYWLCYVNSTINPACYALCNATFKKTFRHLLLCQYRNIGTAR
M1 PAM: positive allosteric modulators of human M1 muscarinic receptor; P11229; CHO-K1 hM1, Fluo-8 calcium fluorescence, ACh EC20; 0% = ACh EC20, 100% = maximal ACh; activation, % at 3 µM; 360,000 tested, 0.088% active; AID 588819; in the data active = activation above about 19%, passing the limit was not always enough
M1 antag: blocks human M1 muscarinic receptor; P11229; CHO-K1 hM1, Fluo-8 calcium fluorescence, ACh EC80 antagonist; inhibition, % at 3 µM; 360,000 tested, 1.3% active; AID 588852;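 active = percent inhibition above its own plate's cutoff, namely the mean of that plate's compound wells plus 3 SD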;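 also: peak over basal fluorescence ratio during 140 s after agonist addition; 0% = ACh EC80 plus DMSO and 100% = DMSO alone without agonist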
CHO parental Ca: counter-screen: ATP calcium response change in parental CHO cells. parental CHO-K1, ATP-induced calcium, Fluo-8 fluorescence. inhibition, % at 5.6 µM. 330,000 tested, 0.63% active;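 active = inhibition above that plate's mean sample inhibition plus 3 SD, cut at about 26% in these data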;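 also: 0% = ATP-challenged DMSO wells and 100% = DMSO wells without ATP; some compounds past the cut are filed as inactive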
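Material – parental CHO cells · Reagent – ATP stimulus · Compound – single nominal dose of 5.6 µM per compound · Detection – Fluo-8 fluorescence · Read-out basis – percent inhibition of calcium signal · Controls – ATP-challenged DMSO wells low, unchallenged DMSO wells high · Repeats – no replicates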
CHRM4 agonist: agonists of human muscarinic M4 receptor (CHRM4) | 360,000 tested, 0.14% active | activation, % at 3 µM | CHO-K1 hM4/Gqi5, Fluo-8 calcium fluorescence; vehicle 0%, full acetylcholine response 100% | P08173;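 active = activation above the run mean over all test wells plus 3 SD, cut at about 32% in these data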;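 also: peak over basal fluorescence ratio per well then scaled between controls; 0% = DMSO wells and 100% = acetylcholine at EC100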
Starred values were filed as active, the others as inactive; . = no result given.

SMILES	OXTR potentiate	CHO-K1 Ca antag	M1 ag	M1 ag parental	M4 antag	M1 PAM	M1 antag	CHO parental Ca	CHRM4 agonist
COc1ccc(OC)c(CN2C(=O)CCC2(C)C(=O)NC2CCCCCC2)c1 (stereo not given)	1.9	-7.1	-5.3	0.5	2.9	2.7	-5.2	-8.7	0.5
C#Cc1cccc(C(=O)NC2CCCN(C3Cc4ccccc4C3)C2)c1 (stereo not given)	-6.2	0.1	-5.3	0.6	-0.4	-3.6	-6.9	-31.4	2.4
Cc1noc(NS(=O)(=O)c2ccc(N/C=C/C(=O)c3ccccc3)cc2)c1C	-3.5	-8.7	-5.5	0.5	3.9	0.4	-2.3	-8.3	0.3
O=[N+]([O-])c1ccc(OC/C=C2\Oc3ccc([N+](=O)[O-])cc3C2N2CCOCC2)cc1 (stereo not given)	-14.6	-3.4	-4.7	-0.4	15.3	-4.5	10.9	-14.3	-2.0
O=C1CCC[C@@H]2[C@@H](Cc3ccccc3)[C@H](N3CCN(c4ccccc4)CC3)C[C@@H]3CCN1[C@@H]32	.	-21.9	-9.3	-0.5	-7.7	2.1	-6.2	.	0.2
CCOc1ccccc1NC(=S)Nc1ncccc1C	2.4	-10.7	-12.1	1.0	6.8	12.0	-18.5	-10.3	-0.7
CC1CN(C(=O)CCC(=O)NCc2ccccc2)c2cc(Cl)ccc2O1 (stereo not given)	-2.9	-3.8	-4.3	0.6	10.4	-2.8	-0.9	-22.1	1.1
COc1ccc(NC(=O)CC(C(=O)O)C(C)c2ccccc2)cc1 (stereo not given)	.	0.5	-2.6	-0.2	7.4	-1.4	3.7	.	0.7
O=C1COc2cc(S(=O)(=O)CCC(=O)N3CCCCC3)c(Cl)cc2N1	-7.4	-0.1	-2.6	0.0	4.2	-4.9	3.3	0.7	1.8
NC(=S)N/N=C\c1ccccc1OCc1ccccc1	-0.7	-0.5	-7.9	-0.3	-6.8	0.9	-4.8	-10.5	-1.0
O=C(c1sc2ccccc2c1Cl)N1CCN(c2ccc(F)cc2)CC1	-17.3	-2.5	-4.3	0.1	1.7	-0.7	-0.6	-19.5	0.5
CNC(=O)CC1C(=O)N(C)C(=S)N1NC(=O)c1ccc(Cl)cc1 (stereo not given)	-16.7	-14.7	-3.6	0.8	-4.8	6.6	-8.4	-5.1	0.3
CCc1cc2c(SCC(=O)c3ccc(C)cc3)ncnc2s1	-1.2	-5.3	-0.2	-0.4	-1.5	6.8	-11.2	-17.2	0.7
C/C(=N/NS(=O)(=O)c1ccc(Cl)cc1)c1cccc(O)c1	-3.4	-9.8	-1.4	0.4	3.3	7.0	-38.9	-11.9	0.2
COC(=O)C1(Cc2ccccc2)NC(c2ccccc2C)C2C(=O)N(c3ccc4c(c3)OCO4)C(=O)C21 (stereo not given)	-19.9	-2.7	13.6	5.0	8.4	12.3	-3.2	-8.9	10.4
CCOC(=O)c1c2c(n(-c3ccc(OC)cc3)c1C)C(=O)C(=O)c1ccccc1-2	.	0.7	-5.1	1.6	15.7	-12.7	24.7	.	10.5
CC(C)(C)C(=O)Nc1ccc(C(=O)NNC(=O)c2ccccc2)cc1	-3.0	0.7	-6.0	0.1	-4.4	6.2	-11.4	-1.4	0.7
Cc1nc(CNS(=O)(=O)c2cc(F)ccc2F)cs1	-5.0	-15.9	-2.9	0.7	-5.0	3.2	1.2	-7.7	0.2
CCOC(=O)c1c(NC(=O)CN2CCCc3ccccc32)sc(C)c1C	1.4	-10.3	-7.8	0.3	4.2	8.9	-1.8	-31.0	-0.1
Cc1cccnc1NC(=O)c1ccc(OCC2CCCO2)cc1 (stereo not given)	-6.1	-4.5	-2.8	1.5	3.5	-0.6	10.1	3.1	0.4
CCc1cc2c(cc3c(=O)n(CC(=O)NCCCN4CCCCCC4)nc(CC)n32)s1	-3.9	-26.3	-6.2	-0.8	18.3	-10.4	3.4	-10.2	-1.2
Cc1ccc(/C=N/NC(=O)CN(Cc2ccccc2)S(=O)(=O)c2ccc3c(c2)OCCO3)cc1	-19.0	-1.2	-4.1	0.3	5.5	0.7	8.4	-8.2	-0.3
CCN1C(=O)N[C@@H](c2ccccc2)[C@H](C(=O)OC)[C@H]1C	6.1	-5.2	-4.6	0.7	5.1	7.0	-7.7	-6.0	-0.7
CC(=O)Nc1ccc(NC(=O)CSc2nnnn2C2CCCCC2)cc1	-6.0	-2.6	1.6	2.3	-28.1	3.7	-17.6	-28.0	2.7
CC1(C)CC(=O)C2=C(C1)OC1=C(C(=O)CC(C)(C)C1)C2c1cccc([N+](=O)[O-])c1	.	-4.5	-9.8	-0.9	0.5	-6.9	2.1	.	-0.3

Two compounds from above, reduced to CHRM4 agonist, M1 antag and OXTR potentiate:
Structure,CHRM4 agonist,M1 antag,OXTR potentiate
Cc1cccnc1NC(=O)c1ccc(OCC2CCCO2)cc1 (stereo not given),0.4,10.1,-6.1
C#Cc1cccc(C(=O)NC2CCCN(C3Cc4ccccc4C3)C2)c1 (stereo not given),2.4,-6.9,-6.2

Sorted by value in M4 antag (rising): 3 of the compounds above.
compound | OXTR potentiate | M4 antag | M1 PAM | M1 antag | CHRM4 agonist
Cc1nc(CNS(=O)(=O)c2cc(F)ccc2F)cs1 | -5.0 | -5.0 | 3.2 | 1.2 | 0.2
CC(C)(C)C(=O)Nc1ccc(C(=O)NNC(=O)c2ccccc2)cc1 | -3.0 | -4.4 | 6.2 | -11.4 | 0.7
CCN1C(=O)N[C@@H](c2ccccc2)[C@H](C(=O)OC)[C@H]1C | 6.1 | 5.1 | 7.0 | -7.7 | -0.7

Other entries
SMILES	OXTR potentiate	CHO-K1 Ca antag	M1 ag	M1 ag parental	M4 antag	M1 PAM	M1 antag	CHO parental Ca	CHRM4 agonist
F[B-](F)(F)c1cc2cc(Br)ccc2s1	.	-16.3	0.9	0.8	1.3	6.7	-12.4	.	1.9
Cc1c(NC(=O)/C(C#N)=C/c2ccc(-c3ccc(Cl)c(Cl)c3)o2)c(=O)n(-c2ccccc2)n1C	-7.7	-7.7	-7.8	0.3	0.6	2.1	-3.9	-19.5	0.5
CC(C)(C)C(=O)Nc1nnc(SCc2ccc(F)cc2)s1	-20.2	-12.0	-2.4	0.8	-15.0	4.0	1.2	-12.3	-0.3
O=C(Nc1ccc(F)cc1F)c1ccc(S(=O)(=O)NCc2ccco2)cc1	-4.3	0.0	-2.1	1.5	11.4	-0.1	-0.6	-10.4	2.5
Cc1nn(C)c(C)c1S(=O)(=O)N1CCC(C(=O)NCCC2=CCCCC2)CC1	-1.2	-8.3	-5.5	-0.5	0.3	10.7	-1.7	-7.3	1.9
Cc1cc(C)n(CC(C)Nc2nc3nonc3nc2N2CCCCC2)n1 (stereo not given)	-3.9	1.9	-5.9	2.1	4.7	11.7	-8.0	-5.6	1.1
COc1ccc(C(=O)NCCn2ccc3ccccc32)c(OC)c1	-7.1	-34.5	1.7	2.3	26.1	3.7	-25.8	-34.0	4.7
Cc1cc(C)c2nc(Cl)c(CN(Cc3ccco3)C(=O)Nc3ccccc3C)cc2c1	-6.1	-3.7	-3.8	0.4	-15.8	-7.0	8.2	-27.8	-1.5
COc1cc(Cl)c(S(=O)(=O)N2CCN(Cc3ccc4c(c3)OCO4)CC2)cc1Cl	1.1	-8.1	-7.0	0.6	-0.8	-2.3	-2.1	-2.6	0.7
CCOC(=O)c1nn(-c2ccccc2)c(-c2ccccc2)c1C(=O)c1ccccc1	4.0	-6.0	-1.9	0.2	-0.9	8.8	-6.3	-22.6	-0.5
O=C(Nc1ccc(S(=O)(=O)Nc2ncccn2)cc1)c1ccccc1	10.6	-2.2	-3.3	0.2	3.0	-1.2	-2.7	-4.2	0.0
CC1(c2ccc(Cl)cc2)NC(=O)N(CC(=O)N2CCN(S(=O)(=O)c3ccccc3)CC2)C1=O (stereo not given)	4.7	7.1	-3.9	0.4	6.8	0.2	6.5	-14.0	3.2
NC(CSC1(c2cccc3ccccc23)c2ccccc2-c2ccccc21)C(=O)O (stereo not given)	.	-14.7	-5.8	0.6	-2.7	0.8	-12.2	.	-0.8
O=[N+]([O-])c1cccc(-c2nc(-c3ccncc3)no2)c1	-9.7	5.6	-1.2	0.1	-8.6	-10.2	8.2	-0.2	0.8
CC(C)C(NC(=O)c1ccccc1)C(=O)OCC(=O)N1CCCCC1 (stereo not given)	-0.3	1.0	-3.1	-0.1	8.8	-2.1	5.7	-8.7	0.9
O=C(Nc1nc(-c2ccc(F)cc2)cs1)c1cccc(N2C(=O)CCC2=O)c1	-8.6	-4.8	2.6	14.3	3.9	-5.3	11.9	3.8	26.5
NC(=O)Cc1c[nH]c2cccc(O)c12	-6.6	-0.2	-2.9	0.3	9.9	7.0	-12.0	-1.8	-0.8
C#CCNC(=O)C1=C[C@@H](c2csc3ccccc23)[C@H](CCCO)[C@@H](OCC)O1	-7.5	-12.9	0.9	1.5	5.3	5.9	-4.4	-15.2	2.9
CCCCN(CC)CCCNC(=O)CS(=O)(=O)Cc1nc(-c2cccc(OC)c2)oc1C	-0.5	-5.5	-6.9	0.6	-7.3	4.3	-5.5	-12.8	-0.1
CC(=O)Nc1nc2c(s1)C(=O)NCC(C)(C)C2	-14.1	-1.4	-2.0	0.1	3.9	7.3	-12.3	-10.3	0.4
COc1ccc(OCCC(=O)Nc2cc(C)on2)cc1	-6.1	-9.4	-1.9	0.2	-10.3	5.1	-5.6	-18.0	1.3
O=S(=O)(NCc1nc(-c2ccccc2)no1)c1ccc(F)cc1	-3.3	3.2	-1.1	2.0	-5.7	3.5	-6.6	-4.4	1.7
CC(C)=CCc1c(O)ccc(C(=O)Cc2ccccc2)c1O	-18.4	13.3	-1.0	0.6	2.1	-4.4	0.5	24.2	4.8
Cc1ccc(C(=O)OCCn2cc(C#N)c(=O)[nH]c2=O)cc1	-4.4	11.6	-1.5	1.0	-4.6	7.8	-0.4	-3.5	0.4
COc1ccccc1Nc1n[nH]c(=S)s1	-4.7	-4.5	-3.8	0.3	3.6	5.7	-4.2	-12.6	-0.1

(listing goes on)
SMILES	OXTR potentiate	CHO-K1 Ca antag	M1 ag	M1 ag parental	M4 antag	M1 PAM	M1 antag	CHO parental Ca	CHRM4 agonist
Cc1[nH]cc(Br)c(=O)c1Oc1ncc(C(F)(F)F)cc1Cl	0.1	-0.9	-4.3	0.2	-11.0	-2.1	-5.7	-4.2	0.7
Cc1ccc(S(=O)(=O)N2CCN(C(=O)CCC(=O)Nc3ccc(F)cc3F)CC2)cc1	2.8	-1.2	0.0	0.2	-7.5	-2.6	6.4	-16.5	1.7
CCOC(=O)c1oc2c(CN3CCCCC3C)c(O)ccc2c(=O)c1-c1ccc(OC)c(OC)c1 (stereo not given)	-3.0	-4.1	-6.2	0.1	8.3	8.9	-2.3	-19.6	0.6
CC1=C(C(=O)N2CCOCC2)C(c2ccccc2F)NC(=O)N1 (stereo not given)	2.0	7.5	-4.2	-0.5	3.3	-2.6	3.4	-19.4	0.1
O=C(CCn1nnc(-c2cccs2)n1)NC1CCCCC1	-1.4	-17.2	-4.2	0.7	-9.6	2.1	0.9	-8.5	1.1
CCOC(=O)C1(CC2CCCCO2)CCN(Cc2cc(F)ccc2-n2cccn2)CC1 (stereo not given)	4.9	-0.2	-11.4	-0.1	-1.3	1.8	-6.1	-17.7	0.4

Assay outcomes deposited in PubChem BioAssay by The Scripps Research Institute Molecular Screening Center.
